Screens (PubChem BioAssay)
All columns: NCI-60 one-dose screen, growth in % after 48 h at 10 µM unless noted; 100 = growth as untreated, 0 = no growth, -100 = all killed.
OVCAR-5: OVCAR-5 ovarian cancer | AID 1794783 | actives 2.9% (n = 82,000)
KM12: KM12 colon cancer cells; actives 5% (n = 82,000); AID 1794800
OVCAR-4: OVCAR-4 ovarian cancer cells; actives 3.7% (n = 80,000); AID 1794784
HCC-2998: HCC-2998 colon cancer; actives 4.7% (n = 79,000); AID 1794799
OVCAR-3: OVCAR-3 ovarian cancer. AID 1794787. actives 7% (n = 79,000)
SW-620: SW-620 colon cancer | actives 5.2% (n = 82,000) | AID 1794795
PC-3: PC-3 prostate cancer cells; AID 1794754; actives 3.9% (n = 80,000)
DU-145: DU-145 prostate cancer; AID 1794760; actives 4.2% (n = 81,000)
OVCAR-8: OVCAR-8 ovarian cancer; AID 1794782; actives 4.4% (n = 81,000)
The depositor's hits bear a star; x = not tested or not shown; [ ] = dose if it differs, or a comment. The calls were made as follows: active = growth percent below 10; inactive = the rest. This is a random part of the collection, and some 10% of all compounds hit somewhere here.

nr	Molecule	OVCAR-5	KM12	OVCAR-4	HCC-2998	OVCAR-3	SW-620	PC-3	DU-145	OVCAR-8
1	CCCOC(=O)N1CCCCC1CCC (stereo not drawn)	92	119	101	107	126	112	101	119	99
2	COc1ccc(CN2CCc3c(nc(N)nc3Sc3ccc(Cl)cc3)C2)c(OC)c1	112	100	82	94	98	81	75	87	81
3	CC(=O)Nc1ccc(-n2c(CO)nc3cc(-c4ccc(O)cc4)ccc32)cc1	105	84	77	89	64	109	69	82	81
4	COc1ccc(C(O)c2cc3c(N)c(C(=O)Nc4ccc(Br)cc4)sc3nc2C)cc1 (stereo not drawn)	59	4.2*	43	47	-35*	24	18	-4.3*	31
5	COc1ccc(C(=O)NCC(C)C)cc1OC	105	99	120	107	100	93	91	106	93
6	O=C(O)c1ccc(-c2nn(-c3ccc(C(F)(F)F)cc3)cc2CNc2ccc(C(F)(F)F)cc2)cc1	116	103	104	110	108	108	111	113	96
7	CN1c2ccccc2[C@]2(Cc3ccccc3)Cc3ccccc3N[C@H]12	94	104	91	103	120	101	100	115	106
8	COc1ccc(-c2nc(SCc3nc4ccccc4[nH]3)nc(NCCO)c2C#N)cc1	91	100	93	106	94	88	85	107	85
9	O=C(NC1CC1(c1ccccc1)c1ccccc1)c1ccccc1 (stereo not drawn)	102	103	89	93	108	102	83	113	98
10	C=C(C)[C@@H]1CCC2(C(=O)S)CC[C@]3(C)[C@H](CC[C@@H]4[C@@]5(C)CC[C@H](O)C(C)(C)[C@@H]5CC[C@]43C)[C@@H]12 (stereo partly drawn)	119	85	112	128	95	92	x	130	101
11	Cc1c2ccccc2c(C)c2c1cc(Br)c1ccccc12	87	96	73	106	105	95	93	118	92
12	O=C1/C(=C2\SC(=S)N(C3CCCCCCC3)C2=O)SC(=S)N1C1CCCCCCC1	108	104	106	100	111	103	100	103	98
13	Nc1c(C(=O)c2ccc(Cl)s2)sc2nc3c(cc12)CCCC3	137	97	112	111	106	106	88	110	105
14	N#Cc1ccccc1NC(=O)c1cc2cc(Nc3nc(-c4ccccc4)nc4ccccc34)ccc2oc1=O	118	98	119	101	99	96	95	114	92
15	Clc1cc(Cl)c(Cl)c(-c2nnc(-c3cccc(Cl)c3Cl)o2)c1	87	98	87	109	100	104	118	102	96
16	CC(=O)N1CCc2nc3ccccc3cc21	110	110	96	110	110	98	89	109	103
17	O=C(/C=C/c1ccco1)c1cc(Cl)ccc1O	116	82	x	100	103	92	96	99	108
18	O=C(O)c1ccc(N=C2c3ccccc3-c3ccccc32)cc1	96	106	110	x	114	109	101	116	104
19	NC(=NCCCC(NC(=O)OCc1ccccc1)C(=O)NC(Cc1ccccc1)C(=O)OCc1ccccc1)NC(=O)OCc1ccccc1 (stereo not drawn)	98	98	124	112	109	103	102	111	101
20	COC(=O)C(C)Oc1ccc(OC#N)cc1 (stereo not drawn)	95	100	96	105	105	96	86	105	104
21	O=c1c(OCc2ccccc2)cccn1Cc1ccccc1	98	108	84	108	112	102	95	117	97
22	C/C(N)=N/S(=O)(=O)c1ccc(N)cc1	97	104	101	103	108	103	92	112	97
23	O=c1nc(Nc2ccccc2O)sc2ccccc12	102	91	77	114	87	105	67	102	91
24	O=S(=O)(O)c1cc(O)c2c(S(=O)(=O)O)cccc2c1	99	112	x	114	x	107	95	122	96
25	COc1ccc(C(C)n2cc(-c3ccccc3)nn2)cc1OC1CCCCC1 (stereo not drawn)	92	86	75	80	92	92	59	111	91

Rewritten with two lines to a compound: part of the list above
Screens in order – OVCAR-5	KM12	OVCAR-4	HCC-2998	OVCAR-3	SW-620	PC-3	DU-145	OVCAR-8
9	O=C(NC1CC1(c1ccccc1)c1ccccc1)c1ccccc1 (stereo not drawn)
  102	103	89	93	108	102	83	113	98
10	C=C(C)[C@@H]1CCC2(C(=O)S)CC[C@]3(C)[C@H](CC[C@@H]4[C@@]5(C)CC[C@H](O)C(C)(C)[C@@H]5CC[C@]43C)[C@@H]12 (stereo partly drawn)
  119	85	112	128	95	92	x	130	101
11	Cc1c2ccccc2c(C)c2c1cc(Br)c1ccccc12
  87	96	73	106	105	95	93	118	92
12	O=C1/C(=C2\SC(=S)N(C3CCCCCCC3)C2=O)SC(=S)N1C1CCCCCCC1
  108	104	106	100	111	103	100	103	98
13	Nc1c(C(=O)c2ccc(Cl)s2)sc2nc3c(cc12)CCCC3
  137	97	112	111	106	106	88	110	105
14	N#Cc1ccccc1NC(=O)c1cc2cc(Nc3nc(-c4ccccc4)nc4ccccc34)ccc2oc1=O
  118	98	119	101	99	96	95	114	92
15	Clc1cc(Cl)c(Cl)c(-c2nnc(-c3cccc(Cl)c3Cl)o2)c1
  87	98	87	109	100	104	118	102	96
16	CC(=O)N1CCc2nc3ccccc3cc21
  110	110	96	110	110	98	89	109	103
17	O=C(/C=C/c1ccco1)c1cc(Cl)ccc1O
  116	82	x	100	103	92	96	99	108
18	O=C(O)c1ccc(N=C2c3ccccc3-c3ccccc32)cc1
  96	106	110	x	114	109	101	116	104
19	NC(=NCCCC(NC(=O)OCc1ccccc1)C(=O)NC(Cc1ccccc1)C(=O)OCc1ccccc1)NC(=O)OCc1ccccc1 (stereo not drawn)
  98	98	124	112	109	103	102	111	101
20	COC(=O)C(C)Oc1ccc(OC#N)cc1 (stereo not drawn)
  95	100	96	105	105	96	86	105	104

(continued)
nr	Molecule	OVCAR-5	KM12	OVCAR-4	HCC-2998	OVCAR-3	SW-620	PC-3	DU-145	OVCAR-8
26	COc1ccc(/C=C\C(=O)/C=C/C=C/c2ccccc2)cc1	106	96	103	112	103	110	90	102	84
27	CCCSc1ncnc2nc[nH]c12	103	107	105	x	118	110	96	105	101
28	O=C1Nc2cc(Cl)ccc2/C1=C/c1ccc(N2CCOCC2)s1	94	105	99	114	115	102	93	110	98
29	CC(=O)c1nc2ccccc2n1CCn1cnc2nc[nH]c2c1=O	90	120	106	105	123	109	x	123	108
30	Cc1nc2ccc(C(F)(F)F)cn2c1C(=O)NC1CCCCCC1	100	105	103	118	105	106	102	103	99
31	C[C@H]1[C@H]2C3=CC[C@@H]4[C@@]5(C)CC[C@H](NCO)C(C)(C)[C@@H]5CC[C@@]4(C)[C@]3(C)CC[C@@]2(CO)CC[C@@H]1C	111	92	89	94	97	91	78	104	102
32	O=C(Cn1c(=O)ccn(CCCCCCOc2ccc(Br)cc2)c1=O)Nc1ccc(Oc2ccccc2)cc1	105	67	42	81	76	78	36	73	55
33	Cc1ccc2[nH]c(=O)c3c(c2c1)OC(N)=C(C#N)C31C(=O)c2cccc3cccc1c23 (stereo not drawn)	97	94	89	106	101	101	89	101	103
34	Fc1ccc(C(=S)Nc2ccccc2Cl)cc1	103	101	104	112	x	102	102	107	104
35	CC(C)CCC(CCC(C)C)NCC(C)O (stereo not drawn)	96	104	101	102	116	101	100	115	103
36	CC(C)n1ncc2c(N)ncnc21	102	109	112	97	119	126	98	108	107
37	C=CCOC(=O)[C@@H]1CCCN1C(=O)CNC(=O)OC(C)(C)C	106	101	101	106	110	100	90	110	100
38	O=C(NO)c1ccc(Cn2ccc3c(NCc4ccccc4)ncnc32)cc1	-8.6*	12	36	-3.0*	9.0*	-65*	7.1*	10	-38*
39	CC(C)(C)C(=O)C1CC(C#N)=C2C=Cc3c(ccc4ccccc34)N21 (stereo not drawn)	121	97	79	100	96	102	80	102	71
40	Cc1ncc(CO)n1Cc1ccc(Cl)cc1	101	100	111	115	109	107	93	113	107
41	O=C(O)c1cn(C2CC2)c2cc(N3CCN(C(=O)CN4C(=O)S/C(=C/c5cccc6ccccc56)C4=O)CC3)c(F)cc2c1=O	105	103	108	115	117	104	108	114	100
42	CCCCc1cc(C)ccn1	107	102	99	97	99	98	96	110	107
43	CCOC(=O)CC(=O)Nc1cc2ccc(OC)c(OC)c2cc1C(=O)OCC	91	105	100	97	107	101	96	117	100
44	NC(N)=Nc1nc2n[nH]c(N)c2c2nc3ccccc3n12	104	102	116	102	108	95	95	110	109
45	Clc1ccc2oc3c(OCCCN4CCOCC4)c4ccccc4nc3c2c1	80	70	86	89	106	49	85	77	37
46	O=Cc1ccc(F)cc1	102	109	106	104	111	93	101	109	103
47	ClCc1cccc2c(CCl)cccc12	114	14	94	56	63	71	66	33	64
48	Cc1ccccc1NC(=O)Cc1csc2[n+]1C(=O)/C(=C/c1ccc([N+](=O)[O-])cc1)S2	98	98	84	82	98	107	86	x	98
49	C#COc1cccc(Nc2ncnc3cc(NC(=O)[C@@H](C)Cl)ccc23)c1	25[6.25 µM]	15[6.25 µM]	53[6.25 µM]	15[6.25 µM]	-7.0*[6.25 µM]	20[6.25 µM]	8.9*[6.25 µM]	13[6.25 µM]	12[6.25 µM]
50	CC1=CSC2=NCCCCN12	107	100	101	105	98	105	98	105	101

Other compounds follow.
nr	Molecule	OVCAR-5	KM12	OVCAR-4	HCC-2998	OVCAR-3	SW-620	PC-3	DU-145	OVCAR-8
51	Clc1nc(-c2ccccn2)nc2sc3c(c12)CCCCCC3	108	92	86	63	108	102	92	23	87
52	CCOC(=O)c1ccc(N=Cc2sc(=O)[nH]c2O)cc1	102	103	100	101	103	100	x	103	92
53	CN(NC1OC(=O)c2ccccc21)c1ccc(C(F)(F)F)cc1[N+](=O)[O-] (stereo not drawn)	105	103	93	114	99	95	91	104	95
54	O=C(N/N=C\c1ccc(Cl)cc1)c1ccc2nc(-c3ccc(Cl)cc3)[nH]c2c1	104	98	102	97	110	96	93	104	83
55	CC1=C2[C@@H](CC1)[C@]1(C)O[C@@](C3CCNCC3)(C[C@H]1OC(=O)CO)[C@H]2OC(=O)/C=C/c1ccccc1	99	98	83	99	94	94	67	101	84
56	CCCCCCCC(=O)SCC/C=C/[C@@H]1CC(=O)NCc2nc(co2)C2=N[C@@](C)(CS2)C(=O)N[C@@H](C(C)C)C(=O)O1	-5.9*	1.4*	12	-69*	-46*	-29*	9.7*	7.2*	0.9*
57	N#Cc1c(N)nc2c(c1N)C(Sc1ccc(Br)cc1)c1ccc(O)cc1O2 (stereo not drawn)	129	95	92	95	106	101	87	103	104
58	C=CCNC(=O)OC	111	116	103	109	115	102	106	113	94
59	CNC1(C(N)=O)CCN(Cc2ccccc2)CC1	107	105	109	x	116	98	96	124	98
